Screening data as filed in PubChem BioAssay.
HTR5A ag: HTR5A agonists in luminescence cell assay, primary screen, counter-screen for OPRM1-OPRD1 heterodimer agonist project, full-deck HTS; 5-hydroxytryptamine receptor 5A (Homo sapiens), P47898; cell-based; activation, % at 9.3 µM; actives 0.61% (n = 340,000); in the data active = activation mostly above about 9.5%, no sharp cut-off; inactive = mostly below about 7.6%;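 note: 0% = cells with vehicle only and 100% = reference agonist; strong numbers were not always called active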
SR-BI HDL uptake: inhibitors of SR-BI mediated HDL lipid uptake, primary screen, ldlA[mSR-BI] cells, fluorescence, single point. ldlA[mSR-BI] CHO cells, DiI-HDL uptake fluorescence, 3 h. inhibition, % at 12.5 µM. actives 0.96% (n = 320,000);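 active = mean replicate inhibition of at least 70% and a set share of replicates each scoring 70 or more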;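 note: 0% = median of neutral control wells and 100% = median of positive control wells; values of inactives mirror those of a sister screen read the other way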
Target sequence (Q61009 whole entry, looked up): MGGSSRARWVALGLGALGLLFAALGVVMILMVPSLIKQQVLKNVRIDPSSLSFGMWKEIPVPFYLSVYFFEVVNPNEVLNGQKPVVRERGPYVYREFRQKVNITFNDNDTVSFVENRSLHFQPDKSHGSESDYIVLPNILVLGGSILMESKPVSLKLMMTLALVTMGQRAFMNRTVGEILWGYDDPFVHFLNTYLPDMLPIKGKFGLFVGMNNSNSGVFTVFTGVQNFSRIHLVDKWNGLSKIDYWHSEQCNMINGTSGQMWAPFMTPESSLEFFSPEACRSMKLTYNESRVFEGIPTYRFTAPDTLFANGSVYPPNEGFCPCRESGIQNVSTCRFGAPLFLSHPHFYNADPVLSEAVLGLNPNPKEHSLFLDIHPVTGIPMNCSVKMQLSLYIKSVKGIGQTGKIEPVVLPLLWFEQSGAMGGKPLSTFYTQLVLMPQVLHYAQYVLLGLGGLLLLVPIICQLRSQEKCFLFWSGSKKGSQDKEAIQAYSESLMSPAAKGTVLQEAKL
NSD2 HMT inh: NSD2 histone methyltransferase inhibitors, primary screen, biochemical, AlphaScreen, single concentration, set 2. inhibition, % at 12.5 µM. NSD2 peptide methylation, 120 min. actives 0.54% (n = 310,000); in the data active = inhibition above about 50%
dFosB activator: activators of delta FosB homodimer, primary screen, biochemical, fluorescence polarization, TAMRA-CDK5 oligo, single point; actives 0.99% (n = 340,000); purified delta FosB; percent of positive-control signal above neutral wells; activation, % at 25 µM; Protein FosB (Mus musculus), P13346;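 active = mean activation above about 17%, with every replicate also reaching it, limit read from the data, passing the limit was not always enough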;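 note: fluorescence polarization rise as delta FosB binds a TAMRA Cdk5 AP-1 oligo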
PvdQ acylase: P. aeruginosa PvdQ acylase inhibitors, primary screen, biochemical, fluorescence, plate reader and imaging, single point; purified PvdQ acylase; inhibition, % at 10 µM; actives 0.063% (n = 340,000); AID 488965, 2010; in the data active = inhibition above about 30%, passing the limit was not always enough;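 note: 0% = vehicle neutral wells and 100% = reference inhibitor wells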
MITF TRPM1 HTS: activators of MITF-driven TRPM1 promoter reporter, primary screen, cell-based, SK-MEL-5, luciferase, single point | SK-MEL-5 TRPM1-promoter luciferase, 24 h; % of positive control, neutral wells = 0 | activation, % at 12.5 µM | actives 0.75% (n = 300,000) | AID 588334, 2011;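 active = mean activation of at least 80% with every replicate also reaching 80%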;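 note: 0% = neutral control wells and 100% = parthenolide positive control wells; values of inactives mirror those of a sister screen read the other way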
HTR5A inv ag: HTR5A inverse agonists in luminescence cell assay, primary screen, counter-screen for OPRM1-OPRD1 heterodimer inverse agonist project, full-deck HTS. 5-hydroxytryptamine receptor 5A (Homo sapiens), P47898. HTR5A cell line, inverse agonism. inhibition, % at 9.3 µM. actives 0.083% (n = 340,000). AID 504634, 2011; in the data active = inhibition mostly above about 23%, no sharp cut-off; inactive = mostly below about 18%;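 note: 0% = cells with DMSO and 100% = no-cell wells with DMSO; some compounds called inactive have numbers as strong as hits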
Wnt bcat act: Wnt/beta-catenin pathway activators, primary screen, cell-based, plate reader, single point. Wnt/beta-catenin reporter cell assay, activator. activation, % at 9.35 µM. actives 1.2% (n = 300,000); in the data active = activation above about 30%, passing the limit was not always enough;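 note: 0% = neutral control wells and 100% = positive control wells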
CDK5 p35 inh: inhibitors of human CDK5/p35 kinase, primary screen, biochemical, single concentration; inhibition, % at 10 µM; Cyclin-dependent kinase 5 (Homo sapiens) + Cyclin-dependent kinase 5 activator 1 (Homo …; Recombinant CDK5/p35, ADP-Glo luminescence, 60 min; AID 488839, 2010; actives 0.01% (n = 330,000);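 active = highest replicate inhibition of at least 50% and at least 75% of replicates reaching 50%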;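 note: plate controls were DMSO neutral control for no effect and GW8510 at 10 µM for full effect; many of its hits are not listed in these tables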
Target sequence (Q00535 whole entry, looked up): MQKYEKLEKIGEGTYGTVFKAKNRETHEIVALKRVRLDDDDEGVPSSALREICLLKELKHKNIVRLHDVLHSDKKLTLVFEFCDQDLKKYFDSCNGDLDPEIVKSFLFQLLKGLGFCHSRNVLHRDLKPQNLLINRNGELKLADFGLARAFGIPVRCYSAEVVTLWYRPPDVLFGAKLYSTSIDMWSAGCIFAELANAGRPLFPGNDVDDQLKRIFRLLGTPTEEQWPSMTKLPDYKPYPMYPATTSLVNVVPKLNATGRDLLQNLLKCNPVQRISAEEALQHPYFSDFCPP
Target sequence (Q15078 whole entry, looked up): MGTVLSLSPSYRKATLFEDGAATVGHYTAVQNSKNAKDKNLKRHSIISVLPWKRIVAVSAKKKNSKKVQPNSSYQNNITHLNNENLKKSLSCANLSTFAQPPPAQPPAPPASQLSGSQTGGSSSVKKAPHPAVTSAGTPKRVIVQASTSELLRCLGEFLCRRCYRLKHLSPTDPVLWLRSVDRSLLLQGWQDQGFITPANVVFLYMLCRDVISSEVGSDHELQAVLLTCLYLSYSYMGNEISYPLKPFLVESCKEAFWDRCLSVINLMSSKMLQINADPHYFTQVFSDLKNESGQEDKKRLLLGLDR
V-ATPase pHluor: regulators of yeast V-ATPase proton pumping, primary screen, pHLuorin cytosolic pH fluorescence; actives 0.37% (n = 350,000); response, % at 10 µM; S. cerevisiae; AID 504577, 2011; in the data active = response mostly above about 7.3%, no sharp cut-off; inactive = mostly below about 5.4%; note: actives read high; inactives centre near 0; some compounds called inactive have numbers as strong as hits; reference of the scale not given here
The depositor's hits bear a star; . = not tested or not shown.

Sample of the layout (2 entries):
SMILES	HTR5A ag	SR-BI HDL uptake	NSD2 HMT inh	dFosB activator	PvdQ acylase	MITF TRPM1 HTS	HTR5A inv ag	Wnt bcat act	CDK5 p35 inh	V-ATPase pHluor
COc1ccc(CNC(=O)C2CCCN2C(=O)NCc2ccccc2)cc1 (centres undefined)	0	3	2	-3	-18	-2	0	0	-0.6	0
Nc1nnc(SCC(=O)Nc2cc(S(=O)(=O)N3CCOCC3)ccc2N2CCCC2)s1	0	4	1	-3	-10	-9	1	9	-0.6	-3

Main list (from the top)
SMILES	HTR5A ag	SR-BI HDL uptake	NSD2 HMT inh	dFosB activator	PvdQ acylase	MITF TRPM1 HTS	HTR5A inv ag	Wnt bcat act	CDK5 p35 inh	V-ATPase pHluor
COc1ccc(CNC(=O)C2CCCN2C(=O)NCc2ccccc2)cc1 (centres undefined)	0	3	2	-3	-18	-2	0	0	-0.6	0
Nc1nnc(SCC(=O)Nc2cc(S(=O)(=O)N3CCOCC3)ccc2N2CCCC2)s1	0	4	1	-3	-10	-9	1	9	-0.6	-3
Cc1ccc(C(=O)NCc2n[nH]c(=S)n2-c2ccccc2)cc1[N+](=O)[O-]	1	-7	8	-9	8	-14	-2	-1	-0.6	2
O=c1nc(/C=C/c2ccccc2C(F)(F)F)cc(C(F)(F)F)[nH]1	-9	-17	3	0	-4	12	-32	0	-0.3	1
CCOC(=O)NC1(C(F)(F)F)NC(=O)N(c2ccc(F)cc2)C1=O (centres undefined)	1	-32	-2	1	2	-10	-2	-2	-1.9	-3
CC(C)(C)C(=O)NC1(C(F)(F)F)NC(=O)N(c2ccccc2F)C1=O (centres undefined)	-3	-58	-1	3	-4	.	13	3	1.1	-6
CCCCOC(=O)Nc1nnc(C(C)C)s1	-1	0	-1	-4	-18	47	12	11	-1.5	-4
CN1CCC(N(C)C(=O)c2ccccc2F)CC1	3	1	0	-5	-11	8	-11	-1	-2.1	5
CC12CCC(=O)N1C(C(=O)Nc1ccccc1N1CCOCC1)CS2 (centres undefined)	0	2	0	0	2	-7	-5	1	-1.3	2
Cc1[nH]c(=O)c(Cc2ccccc2)c(O)c1C#N	-5	-3	-2	2	8	-5	13	0	1.3	3
O=C(c1cc2ccccc2cc1O)N1CCN(c2ccccn2)CC1	-4	.	-1	-10	-9	-20	11	-2	0.0	-2
Cc1nc(C(=O)NC2CC2)sc1C1(C)CC(c2cccc([N+](=O)[O-])c2)=NO1 (centres undefined)	3	28	.	-6	-17	-7	-10	-2	-1.3	-6
CCN(CC(=O)Nc1c(F)cccc1F)C(=O)C1CC(=O)N(c2ccccc2OC)C1 (centres undefined)	-3	-3	0	3	-9	-5	0	2	0.8	4
N#CC(C#N)=C1C=CC=CN1/C(=C\c1ccccc1)C(=O)c1cccs1	-1	12	34	-9	0	-43	8	0	-1.0	7
O=c1c(Cc2c(F)cccc2Cl)c(O)ccn1CC1CCCO1 (centres undefined)	6	-15	5	-2	-12	12	-16	-1	-1.3	2
CCN(CC)Cc1c(O)ccc2c(=O)c(-c3ccc(Cl)cc3)coc12	2	2	-1	-8	0	26	-6	1	0.0	5
COC(=O)c1c(-c2ccsc2)oc2ccc(-c3cc(OC)c(OC)c(OC)c3)cc12	7	61	.	-5	-8	-2	-14	-6	-3.0	-1
Cn1cccc1C(=O)OCC(=O)Nc1cc(C(C)(C)C)nn1-c1ccccc1	7	8	-2	-3	-11	-7	6	-4	1.7	0
CCN(CC(=O)Nc1ccc(NC(C)=O)cc1)CC(=O)Nc1ccc(F)c(Cl)c1	-2	12	.	-1	16	10	5	-3	0.5	-3
COc1cc(/C=C2\SC(=Nc3ccc(N4CCOCC4)cc3)N(C)C2=O)ccc1OC(C)C(=O)O (centres undefined)	1	-13	2	-18	-11	-7	7	.	0.9	2
CCN1CCN(c2c(C(=O)c3ccc(OC)cc3)cnc3ccccc23)CC1	-7	12	.	-9	-12	9	19	-4	0.7	-1
Cc1cccc(C(=O)OCC(=O)N2CCCC2=O)c1O	-3	-9	-2	-7	-8	1	11	0	-2.6	-1
Cc1ccc(/C=C2\SC(=S)N(CCC(=O)NNC(=O)c3ccccc3O)C2=O)cc1	6	-11	0	66*	-3	-22	-16	-6	0.4	4
O=C(NNS(=O)(=O)c1ccc(Br)cc1)c1ccncc1	3	-6	5	0	-7	0	-43	.	1.1	3
COc1ccc(Cl)cc1C(=O)NNC(=O)COC(=O)CCN=C1NS(=O)(=O)c2ccccc21	-29	27	0	-4	-15	-13	71*	-3	-0.4	-5

Later entries:
SMILES	HTR5A ag	SR-BI HDL uptake	NSD2 HMT inh	dFosB activator	PvdQ acylase	MITF TRPM1 HTS	HTR5A inv ag	Wnt bcat act	CDK5 p35 inh	V-ATPase pHluor
CCCCNC(=O)Nc1ccc(Br)cn1	4	-16	4	-8	-2	18	-3	.	6.4	4
CCCC(c1nnnn1Cc1ccc(F)cc1)N1CCN(C2CCCCC2)CC1 (centres undefined)	5	6	2	-3	-11	7	24	-2	-0.3	-2
COc1ccc(S(=O)(=O)N(CC(N)=O)C2CCCCC2)cc1Cl	0	-37	-1	2	7	-9	-1	.	-0.4	1
O=C(CNC(=O)c1ccc(Br)o1)NNC(=O)c1ccccc1F	3	-8	-2	2	4	7	5	6	-0.3	2
COc1ccc(CN2CCN(S(=O)(=O)c3ccc(NC(C)=O)cc3)CC2)cc1OC	2	-4	-7	-6	-5	0	2	.	-0.7	1
O=C(Nc1cccc(F)c1)Nc1ccnn1C1CCN(C(=O)CCN2CCCO2)CC1	-2	-16	0	-5	-7	-1	4	2	-1.3	4
CCOC(=O)c1[nH]cnc1C(=O)Nc1ccc(F)cc1	-3	-18	.	-27	-14	0	9	-1	-5.4	1
CCOc1ccccc1OCCC(=O)N1CCN(S(=O)(=O)c2ccccc2[N+](=O)[O-])CC1	-4	-2	2	-15	7	.	9	-6	-0.9	-2
O=C(N/N=C1\CCc2ccccc21)c1ccccc1O	8	-2	0	3	5	-17	-26	.	-1.2	3
O=C(COC(=O)Cn1cnc2ccccc21)Nc1ccccc1C(F)(F)F	4	0	-4	-1	-21	4	1	0	-3.1	-1
Cc1nn(-c2ccccc2)c(Cl)c1/C=N/NC(=O)c1ccco1	-3	19	0	-7	-4	.	-22	.	-0.4	1
Clc1cccc(-c2nc(NCCCN3CCOCC3)c3ccccc3n2)c1	-1	22	1	-31	9	-2	0	0	-2.1	-2
CC(=O)c1ccc(OCC(O)COc2ccc(C(C)=O)cc2)cc1	7	18	-7	0	-14	0	-18	-6	-2.5	1
O=C(NNC1CC(=O)N(c2ccccc2)C1=O)c1cccnc1 (centres undefined)	5	-22	-1	-2	-7	-4	14	-1	0.2	4
CCC1(C)N(O)C(C)(C)C(c2ccc(F)cc2)=[N+]1[O-] (centres undefined)	3	-13	-3	2	-15	4	-13	-3	1.4	2
CCn1cc(C(=O)N[C@H](C(=O)NCCO)C(C)C)c(=O)c2cc3c(cc21)OCO3	-1	-16	0	0	1	0	2	-1	0.2	-4
CC1=C(CC[C@@H](C)CO)OC2CC3C4CCC5CC(O)CCC5(C)C4CC(=O)C3(C)C12 (some centres undefined)	-8	-16	.	-8	1	.	-1	-3	2.6	0
COc1ccccc1CCC(=O)OCC(=O)NC1CC1	3	-14	-2	-3	-2	-2	15	0	-0.8	1
NC(=O)C1CCN(c2ccc(C(F)(F)F)cn2)CC1	3	-21	-1	-5	-15	-7	-6	-1	0.3	0
Cc1ccc(C(=O)Nc2ccc3c(c2)OCO3)cc1Cl	7	41	-1	4	-7	87*	-25	46*	1.3	-2
CCOC(=O)C1(Cc2ccc(OC)cc2)CCN(C(=O)c2cccc3nccnc23)CC1	0	-13	-3	-10	12	13	15	.	-2.4	3
Cc1csc2ncc(C(=O)N3CCc4ccccc43)c(=O)n12	3	-13	.	0	-24	-2	-6	0	-5.2	4
COc1ccc(CN2CCN(S(=O)(=O)c3ccc(C)cc3)CC2)cc1OC	-2	-25	-1	0	27	6	1	-3	0.7	-2
Cc1ccccc1CN1CCCNC1=O	0	-7	10	3	-3	1	-10	.	-0.9	1
Cn1c(=O)c(C(=O)CN2CCN(Cc3ccc4c(c3)OCO4)CC2)c(N)n(Cc2ccccc2)c1=O	3	.	1	-6	-14	-13	-14	-1	0.5	1

Additional entries
SMILES	HTR5A ag	SR-BI HDL uptake	NSD2 HMT inh	dFosB activator	PvdQ acylase	MITF TRPM1 HTS	HTR5A inv ag	Wnt bcat act	CDK5 p35 inh	V-ATPase pHluor
COc1cc(C2c3[nH]c4ccccc4c3C[C@@H]3C(=O)N(Cc4ccco4)CC(=O)N23)cc(OC)c1OC (some centres undefined)	6	-9	0	-1	-15	-4	-23	-2	-1.0	3
COc1cc(C2/C(=C(\O)c3ccc4c(c3)OCCO4)C(=O)C(=O)N2Cc2ccccc2)ccc1O (centres undefined)	-4	4	0	-2	-3	8	26	4	-0.3	-2
O=C(CCCCl)NC(=S)Nc1cc(C(F)(F)F)ccc1N1CCOCC1	3	47	4	-7	0	-23	-7	-3	-0.9	-1
Cn1c(CCN2CCN(c3ccccn3)CC2)nc2cc(NS(=O)(=O)c3ccccc3)ccc21	0	29	1	-4	8	-12	2	0	0.4	1
COc1cc(/C=N/NC(=O)c2ccc(NS(=O)(=O)c3cccs3)cc2)cc(OC)c1O	3	5	2	-9	-8	.	-9	-2	-6.8	2
CCN(CC)S(=O)(=O)c1cccc(NC(=O)CCNC(=O)c2ccc([N+](=O)[O-])cc2)c1	0	20	-2	-6	-5	-10	-32	0	0.3	-4
Cc1c(C(=O)NCC2CCCO2)sc2nc(-c3ccccc3)cn12 (centres undefined)	-1	23	.	-6	-16	.	7	9	0.1	-3
CN(C)CCNc1oc(-c2ccccc2F)nc1C#N	-2	-32	.	3	-4	2	5	0	0.7	9
O=C(Nc1ccccc1C(=O)N1CCCC1)c1cccc(S(=O)(=O)N2CCCCC2)c1	0	21	1	3	-1	13	-9	.	0.3	-6
CC(=O)[C@@]1(O)C(C)CC2C3C=C(C)C4=Cc5c(cnn5-c5ccccc5)C[C@]4(C)C3C(O)C[C@@]21C (some centres undefined)	2	57	2	-8	5	-5	-9	-4	-1.6	3
CCN1C(=O)N[C@@H](c2ccc(Br)cc2)C(C(C)=O)=C1C	6	-10	.	-3	-19	7	-15	-2	-0.2	1
Cc1ccc(C)c(OCc2nc3ccc(S(=O)(=O)Nc4c(C)n(C)n(-c5ccccc5)c4=O)cc3[nH]2)c1	-1	6	1	-3	-4	-2	-5	-1	-3.6	-2
CCOc1cc(C2NC(=O)N(C)C(C)=C2[N+](=O)[O-])ccc1OC(C)=O (centres undefined)	-3	-10	0	-4	-2	-2	9	-1	-0.2	0
CC(C)(C)c1[nH]ncc1[N+](=O)[O-]	-3	-42	-1	7	8	5	20	-1	-1.3	-3
CCCCn1c(N)c(NCCC)c(=O)[nH]c1=O	-1	-27	-2	9	-16	-13	4	.	-1.6	1
CCC(=O)Nc1cc(C(=O)OCC(=O)c2ccccc2Cl)ccc1C	1	13	1	-4	-17	.	5	35*	-0.2	2
